Screening results as filed in PubChem BioAssay.
PAX8 inh HTS: lowers PAX8-driven luciferase in RMG-I cells | AID 652154 | hit rate 1.2% among 360,000 | RMG-I TPO-luciferase reporter, SteadyGlo, 24 h | inhibition, % at 12.6 µM;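 active means mean replicate inhibition at least 60% with every replicate also reaching 60%; inconclusive means only one of the two criteria is met; inactive means mean below 60% and not all replicates reaching 60%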;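 further: luciferase light reporting Pax8 driven TPO promoter activity; plate controls were median of neutral control wells for no effect and mitoxantrone controls for full effect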
Cneo AK release: causes C. neoformans cell lysis; AID 651654; lysis activity, % at 15 µM; adenylate kinase release luminescence, 4 h; normalised: neutral wells 0, clomiphene wells 100; hit rate 0.2% among 360,000;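 active means mean lysis activity across replicates of at least 80%, whatever share of replicates individually reach that level; inactive means mean lysis activity below 80%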
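Test system: log-phase Cryptococcus neoformans yeast cells. Input: 5 × 10^6 yeast cells/mL. Medium: fresh YPD growth medium. Doses: single dose. Incubation: static 4 h at 37 °C with compound, 1 h detection. Measured by: luminescent adenylate kinase detection reagent. Read-out: signal increase indicating cell lysis. Benchmarks: Clomiphene.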
Statin myotox sup: suppression of simvastatin myotoxicity; rescue of ATP level, % at 7.49 µM; C2C12 myotubes + simvastatin, ATP luminescence, 48 h; scaled: DMSO 0, geranylgeraniol control 100; hit rate 0.78% among 330,000; AID 602340;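 active means mean ATP rescue above about 67%, or every replicate alone reaching that limit, limit read from the data, passing the limit was not always enough; inconclusive means no clear call, values can overlap the other calls; inactive means mean under the limit and some replicate under it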;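 further: myotubes were challenged with 10 µM simvastatin during compound exposure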
LGR2 inh: blocks bursicon-induced cAMP signaling via Drosophila LGR2. HEK293 LGR2, CRE-luciferase, bursicon-stimulated, 4 h. inhibition, % at 9.99 µM. hit rate 0.35% among 380,000;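 active means drop in luminescence signal, shown as inhibition above about 50% in the replicate tests, limit read from the data, passing the limit was not always enough; inconclusive means probably only some replicates passing the limit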;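 further: agonist challenge used bursicon conditioned medium at about half maximal strength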
INS-1E GSIS act: GLuc luminescence reporter in INS-1E cells, primary screen for activators of glucose-dependent secretion of insulin; INS-1E GLuc reporter insulin secretion, 2-3 h; activation, % at 16.6 µM; hit rate 0.61% among 370,000;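 active means lowest replicate activation of at least 40%, so every replicate reaches that level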;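 further: 0% = median of neutral control wells and 100% = median of IBMX positive control wells; some compounds called inactive have numbers as strong as hits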
PGC1a acetyl inh: lowers PGC1a acetylation signal in U2OS cells. AlphaScreen anti-acetyl-lysine; with virally co-expressed GCN5 acetyltransferase. inhibition, % at 15.6 µM. hit rate 0.17% among 350,000. AID 651687;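 active means every replicate shows inhibition of at least 40%; inconclusive means mean inhibition at least 40% but some replicate below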;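 further: 0% = neutral control wells and 100% = positive control wells; some results beyond the cut were filed as inactive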
PglD DTNB: PglD (C. jejuni) enzyme inhibition; purified PglD enzyme, DTNB colorimetric CoA detection; inhibition, % at 12.5 µM; hit rate 0.098% among 360,000; AID 602405; in the data active means inhibition above about 16%, passing the limit was not always enough; inconclusive means no clear call, values can overlap the other calls; further: strong numbers were not always called active
ARNT-TACC3 inh: ARNT/TACC3 interaction disruption | hit rate 0.66% among 390,000 | AlphaScreen His-ARNT PAS-B/GST-TACC3 binding, luminescence; TACC3 fragment carries E629A point mutation | AID 623870 | Q9Y6A5 | inhibition, % at 9.99 µM;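 active means mean inhibition of replicates at least 50% and at least half of replicates each reaching 50%; inconclusive means half or more replicates reach 50% but mean below 50%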;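 further: 0% = complete ARNT plus TACC3 wells and 100% = ARNT alone without TACC3; many hits fall short of the cut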
* hit, by the source's call; ? = inconclusive; . = not tested or not shown. This is a random part of the collection. About 2.9% of those tested had a hit in this group.

SMILES	PAX8 inh HTS	Cneo AK release	Statin myotox sup	LGR2 inh	INS-1E GSIS act	PGC1a acetyl inh	PglD DTNB	ARNT-TACC3 inh
COc1ccc(C2C(C#N)=C(N)OC3=C2C(=O)CC(C)(C)C3)cc1 (stereo not given)	-14	.	6	-5	3	.	.	-2
C=CCSC1=N/C(=C\c2ccc(C(=O)O)cc2)C(=O)S1	-6	.	0	23	8	4	.	-4
COc1ccc([N+](=O)[O-])cc1N(CC(=O)N(C)C)S(C)(=O)=O	5	.	.	14	-3	7	.	-7
CC1(C(=O)NS(=O)(=O)c2cccc(F)c2)CCN1C(=O)c1ccccc1 (stereo not given)	7	0	-8	.	.	-3	-3	.
Cc1ccccc1C(=O)c1cccn1CC(=O)NCc1ccccc1Cl	-66	0	5	-36	2	-7	-1	14
CC(=O)Nc1cc(-c2cccc(C(=O)N(C)C)c2)cn2c(-c3ccc(F)cc3)cnc12	-2	-2	-4	6	.	-2	2	.
COc1ccccc1-c1cc(C(F)(F)F)nc(NCc2ccco2)n1	15	-1	.	.	.	.	-1	14
CCOP(=O)(c1ccc(N(C)C)cc1)C(O)c1ccc(OC)cc1 (stereo not given)	-6	.	.	-6	-7	.	.	-5
COc1cc(NC(=S)N2CCN(C(=O)c3ccco3)CC2)c(OC)cc1Cl	-8	.	.	22	10	.	.	10
CC(C)NC(=O)Nc1cccc2c1O[C@H](CN(C)S(=O)(=O)c1ccc(F)cc1)[C@H](C)CN([C@H](C)CO)C2=O	6	8	-7	3	13	5	-2	-5
Cc1ccc(/C(N)=N/OC(=O)c2cccc(Cn3cc(C(F)(F)F)ccc3=O)c2)cc1	1	.	.	-32	6	.	.	-4
C[C@H]1CN([C@@H](C)CO)C(=O)CCCn2nncc2CO[C@H]1CN(C)C(=O)OCc1ccccc1	-1	-5	-8	.	-1	4	0	-2
Cc1ccc(S(=O)(=O)N(C)C[C@H]2OCCCC[C@H](C)Oc3ccc(NS(=O)(=O)c4cccs4)cc3C(=O)N([C@H](C)CO)C[C@@H]2C)cc1	72*	-2	.	-4	-6	-9	-5	12
COc1ccccc1NC(=O)CSc1nc2c(sc3ccccc32)c(=O)n1CCN(C)C	0	0	5	10	-12	-8	2	2
COc1ccc(C(C)=O)cc1Cn1c(C)c(C(=O)NCc2cccc(C(F)(F)F)c2)sc1=O	18	-1	1	-8	-5	.	0	.
Cc1cc(C(=O)OCC(=O)Nc2sc3c(c2C#N)CCC(C)C3)c2ccccc2n1 (stereo not given)	8	.	.	7	-2	.	.	0
O=C(CCC(=O)c1cccs1)c1cccs1	.	1	5	.	.	7	5	-3
COc1ccc(S(=O)(=O)N2CCN(Cc3ccc4c(c3)OCO4)CC2)c2ccccc12	22	-5	18	15	1	.	3	5
CSC1=C(C#N)C(C)CC(=O)N1 (stereo not given)	14	.	.	30	13	.	.	-7
COc1cccc(C(C(=O)NCC2CCCO2)N(C(=O)Cn2nnc3ccccc32)c2ccccc2C(C)=O)c1OC (stereo not given)	25	1	13	2	11	1	-4	-1
Cc1cc2c3c(c1)C(C)CC(C)(C)N3C(=O)C2=O (stereo not given)	9	.	.	12	6	-3	.	-8
O=C(c1ccc(F)cc1)N1CCN(c2ccc([N+](=O)[O-])c(N3CCOCC3)c2)CC1	13	.	-5	1	-4	.	.	3
CCC(=O)N1C[C@@H](C)[C@@H](OC)CN(C)C(=O)c2cc(NC(=O)c3cnccn3)ccc2OC[C@@H]1C	.	-6	4	-6	5	4	-1	-6
CC(C)NC(=O)N(C)C[C@@H]1OCCCC[C@@H](C)Oc2ccc(NS(=O)(=O)c3ccc(F)cc3)cc2C(=O)N([C@@H](C)CO)C[C@H]1C	-3	-1	.	-6	-2	-1	1	4
CC(C)(CNC(=O)C1c2ccccc2-c2ccccc21)N1CCOCC1	-3	2	-1	-11	54	-2	-1	11
COc1ccc(C(CC(=O)O)NS(=O)(=O)c2ccc(C)cc2)cc1OC (stereo not given)	.	-2	.	.	.	-8	0	-6
O=C(C[C@H]1C=C[C@@H](NC(=O)CCN2CCCCC2)[C@H](CO)O1)NCc1ccc(Cl)c(Cl)c1	-4	-3	-3	-11	2	-6	-2	-3
CO[C@@H](CN(C)C(=O)c1ccccc1F)[C@H](C)CN([C@@H](C)CO)S(=O)(=O)c1ccc(F)cc1	.	-2	3	-14	-1	7	1	17
COc1cccc(-c2ccc3n(c2=O)C[C@H]2[C@H](CO)[C@@H](C(=O)NC4CCC4)N[C@@H]32)c1	.	0	7	5	-7	.	0	-9
C[C@H]1CN([C@@H](C)CO)C(=O)c2cccc(NS(=O)(=O)c3cn(C)cn3)c2O[C@H]1CN(C)S(=O)(=O)c1cccs1	-23	-1	-5	3	25	1	-2	.
COc1ccc(NC(=O)CN2CCOCC2)cc1S(=O)(=O)N1CCCCC1	1	6	-3	15	8	-7	11	-10
COc1ccc(F)cc1C(=O)C1CCCN(Cc2ccc(Oc3ncccn3)cc2)C1 (stereo not given)	12	.	.	6	3	1	.	-12
C[C@H](CO)N1C[C@H](C)[C@H](CN(C)S(=O)(=O)c2ccccc2)Oc2c(NC(=O)Nc3ccc(C(F)(F)F)cc3)cccc2C1=O	-1	.	3	11	-27	-24	.	.
C[C@@H]1CN([C@H](C)CO)C(=O)c2cc(C#CCN(C)C)cnc2O[C@H]1CN(C)Cc1ccccn1	.	-11	1	-37	-6	4	3	-5
CCOC(=O)CN1C(=O)C(CC)Oc2ccccc21 (stereo not given)	.	1	17	-11	5	-1	5	-14
COCC(=O)N(C)C[C@H]1Oc2ncc(-c3ccccc3F)cc2C(=O)N([C@H](C)CO)C[C@H]1C	7	22	4	17	14	12	-2	-5
COc1ccc(N2CCN(C(=O)c3ccc(NS(=O)(=O)c4ccccc4)cc3)CC2)cc1	.	-5	23	.	.	2	10	3
COc1ccc(NC(=O)C#Cc2ccccc2)cc1	-95	-3	14	-98	3	41	6	-1
CO[C@H]1CN(C)C(=O)c2cc(NC(=O)C3CCC3)ccc2OC[C@@H](C)N(Cc2ccncc2)C[C@H]1C	.	-7	1	9	6	2	-1	-14
COc1ccc(N(CC(=O)Nc2cc(C)cc(C)c2)S(=O)(=O)c2ccccc2[N+](=O)[O-])c(OC)c1	-15	.	.	18	10	1	.	-10
COc1ccccc1NC(=O)N1CCCCN2[C@H](CO)[C@H](c3ccc(-c4cccc(C#N)c4)cc3)[C@H]2C1	55	14	-50	29	-22	-2	4	5
CCn1c2ccccc2c2cc(CN3CCN(S(=O)(=O)Cc4ccccc4)CC3)ccc21	16	28	.	2	-14	-8	-1	-5
COc1cccc(NC(=O)c2c([N+](=O)[O-])cnn2C)c1	1	-1	2	-9	-8	.	-13	3
Cc1cn([C@H]2C[C@H](O)[C@@H](/C=C/C(=O)NCCN3CCOCC3)O2)c(=O)[nH]c1=O	13	-1	1	0	-22	-3	-2	.
C[C@@H]1CN([C@H](C)CO)C(=O)c2cc(NC(=O)Nc3ccc(F)cc3)ccc2O[C@H]1CN(C)C	-15	-3	-6	0	16	1	-1	3

5 entries from above in a different format:
SMILES | PAX8 inh HTS | Cneo AK release | Statin myotox sup | LGR2 inh | INS-1E GSIS act | PGC1a acetyl inh | PglD DTNB | ARNT-TACC3 inh
C[C@H](CO)N1C[C@H](C)[C@H](CN(C)S(=O)(=O)c2ccccc2)Oc2c(NC(=O)Nc3ccc(C(F)(F)F)cc3)cccc2C1=O | -1 | . | 3 | 11 | -27 | -24 | . | .
C[C@@H]1CN([C@H](C)CO)C(=O)c2cc(C#CCN(C)C)cnc2O[C@H]1CN(C)Cc1ccccn1 | . | -11 | 1 | -37 | -6 | 4 | 3 | -5
CCOC(=O)CN1C(=O)C(CC)Oc2ccccc21 (stereo not given) | . | 1 | 17 | -11 | 5 | -1 | 5 | -14
COCC(=O)N(C)C[C@H]1Oc2ncc(-c3ccccc3F)cc2C(=O)N([C@H](C)CO)C[C@H]1C | 7 | 22 | 4 | 17 | 14 | 12 | -2 | -5
COc1ccc(N2CCN(C(=O)c3ccc(NS(=O)(=O)c4ccccc4)cc3)CC2)cc1 | . | -5 | 23 | . | . | 2 | 10 | 3

New compounds follow:
SMILES	PAX8 inh HTS	Cneo AK release	Statin myotox sup	LGR2 inh	INS-1E GSIS act	PGC1a acetyl inh	PglD DTNB	ARNT-TACC3 inh
CCn1cc(C(=O)NCC(=O)OC)c2cc(OC)c(OC)cc2c1=O	3	1	2	.	.	1	5	0
C[C@H]1CCCCO[C@H](CN(C)CC2CCCCC2)[C@@H](C)CN([C@@H](C)CO)C(=O)c2cc(NC(=O)Nc3ccc4c(c3)OCO4)ccc2O1	-11	2	?	22	-23	-42	0	27
CCN(C(=O)CSc1nnc(-c2ccc(OC)cc2)n1C(C)C)C1CCS(=O)(=O)C1 (stereo not given)	-24	-2	-2	-4	28	12	3	-9
c1ccc(CNc2nc3ccccc3n3cnnc23)nc1	1	1	.	-14	23	9	-1	3
Cn1c(CN2CCCC2)nc2cc(NC(=O)COc3ccccc3)ccc21	.	1	-24	.	.	7	5	5
COc1cc(S(=O)(=O)n2cnc(C)c2)ccc1Br	1	-6	-8	24	-3	-5	-2	-6
Cc1ccc(-n2nc3c(=O)n(C(C)C(=O)NCc4ccc5c(c4)OCO5)nc(C)c3c2C)cc1 (stereo not given)	24	-1	-8	14	-27	10	-3	1
COCC#Cc1ccc2c(c1)O[C@@H](CN(C)C)[C@H](C)CN([C@@H](C)CO)S2(=O)=O	-7	2	0	-3	2	-2	-2	3
O=C(Cc1ccccc1)Nc1ccc(NC(=O)c2cccnc2)cc1	-9	2	3	-14	10	-1	-5	-3
CCN1C(=O)c2cccc3c(S(=O)(=O)Nc4ccccn4)ccc1c23	-26	-4	-3	.	10	-52	4	-3
CCOC(=O)CNC(=O)N1C[C@H]2CON(C)[C@H]2C[C@H]1c1ccccc1Br	-3	-1	0	-12	2	9	-6	.
CC1(C)CC(CC(=O)NC(=S)Nc2ccc([N+](=O)[O-])cc2)C(=O)O1 (stereo not given)	-8	2	.	.	.	1	3	.
CCNC(=O)C[C@H]1CC[C@H]2[C@@H](COc3ccc(NC(=O)Nc4cccc(OC)c4)cc3C(=O)N2C)O1	-6	-2	24	6	-1	-7	-3	5
Cc1ccc(CC(CC(=O)O)C(=O)NCC23CC4CC(CC(C4)C2)C3)cc1 (stereo not given)	-17	.	.	-17	-14	-2	.	-8
O=C(O)c1cnn2c(-c3ccccc3)ccnc12	4	-6	0	8	7	9	4	25
CC1(c2nnc(-c3ccc(F)cc3)o2)CC(c2ccc(F)cc2)=NO1 (stereo not given)	-15	1	6	15	1	.	-3	-1
CC(C)(C)C1CCc2onc(C(=O)Nc3ccc4c(c3)OCO4)c2C1 (stereo not given)	14	3	-5	6	17	2	1	-1
O=C(Nc1cccc(S(=O)(=O)N2CCCC2)c1)[C@@H]1O[C@H](CO)[C@H](O)[C@H](O)[C@H]1O	-1	1	2	35	15	-3	-4	.
Cn1nc(-c2ccccc2)c(C(O)c2ccccc2C(F)(F)F)c1Cl (stereo not given)	7	-2	1	.	.	-11	-3	-4
COc1ccc(C(=O)/C=C/Nc2ccccn2)c(OC)c1	-116	-3	.	-65	18	-20	-7	.
CC(Oc1ccc(F)cc1Br)c1nc2ccccc2c(=O)[nH]1 (stereo not given)	-26	-1	5	-24	7	.	2	.
O=C(Cn1c(=O)c2cccn2c2ccc(F)cc21)NCCCN1CCN(c2ccccc2F)CC1	20	1	11	-14	-5	3	-1	7
c1cc(C(c2nnnn2C2CCCC2)N2CCOCC2)ccn1 (stereo not given)	.	-4	-24	.	.	2	11	-12
CC(=O)c1cc2c(cc1NC(=O)CCCC(=O)O)OCO2	.	-1	7	.	.	3	7	-3
